Screening results: PubChem BioAssay, several laboratories
SV40 large T antigen = TAg ATPase/helicase activity blockers – biochemical (AID 1903) | inhibition, % at 20 µM; hits with a dose series show IC50 in µM | actives 0.39% (n = 310,000) | SV40 large T antigen ATPase/helicase inhibition assay; higher % means a stronger effect; in the data active = a potency from the dose series; inconclusive = inhibition mostly from about 32% at the one dose, without a potency; inactive = the rest, 99 in 100 with inhibition below about 32%; also: strong numbers were not always called active
MgcRacGAP inhibition = MgcRacGAP GTPase-activating activity inhibitors, confirmation, biochemical, ADP Hunter fluorescence | AID 624330 | MgcRacGAP-stimulated Rac1 GTP hydrolysis, ADP Hunter fluorescence; higher % means a stronger effect; GST-tagged Rac1 F28L mutant substrate | actives 0.6% (n = 340,000) | one-dose inhibition, % at 30 µM; IC50 in µM for titrated hits;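 active = first-screen hits whose inhibition reached a set limit at any dose in the follow-up dose series; inconclusive = inhibition above the set first-screen limit but never retested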;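 also: fluorescence reports GDP produced by GAP-driven GTP hydrolysis; strong numbers were not always called active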
T cell HTS = T cell immune modulators affecting CD8 T cell-vesicle binding. calls only at 7 µM. AID 2052. 2C CD8+ T cell-vesicle binding, flow cytometry; hits give low values. actives 0.068% (n = 330,000);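 active = response, share of CD8 T cells binding vesicles, and their 90th percentile fluorescence all below set limits, cut at about 80% in these data, passing the limit was not always enough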
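Benchmarks: naked versus QL9-loaded vesicles / Assay system: purified 2C TCR transgenic mouse naive CD8+ T cells / Technique: high-throughput flow cytometry with anti-B7-1 and anti-CD8 staining / Timing: Cell–vesicle co-incubation 1.5 h at 37 °C, staining 20 min on ice / Read-out: percent CD8+ FL2 mean versus row control / Probe or stimulus: QL9-loaded Drosophila micro-vesicles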
NTR1 agonist = NTR1-driven beta-arrestin-GFP spot formation – imaging, U2OS cells, high content, primary screen (AID 493036). activation, % at 20 µM. P30989. agonist mode. actives 0.17% (n = 330,000);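 active = activation at or above 40% of the spot to cytoplasm intensity ratio, with at least 20 cells analyzed; inconclusive = wells under 20 cells, flagged as cytotoxic or low count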;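 also: 0% = DMSO without peptide and 100% = 100 nM NTR1 peptide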
Target sequence (P30989 whole entry, looked up): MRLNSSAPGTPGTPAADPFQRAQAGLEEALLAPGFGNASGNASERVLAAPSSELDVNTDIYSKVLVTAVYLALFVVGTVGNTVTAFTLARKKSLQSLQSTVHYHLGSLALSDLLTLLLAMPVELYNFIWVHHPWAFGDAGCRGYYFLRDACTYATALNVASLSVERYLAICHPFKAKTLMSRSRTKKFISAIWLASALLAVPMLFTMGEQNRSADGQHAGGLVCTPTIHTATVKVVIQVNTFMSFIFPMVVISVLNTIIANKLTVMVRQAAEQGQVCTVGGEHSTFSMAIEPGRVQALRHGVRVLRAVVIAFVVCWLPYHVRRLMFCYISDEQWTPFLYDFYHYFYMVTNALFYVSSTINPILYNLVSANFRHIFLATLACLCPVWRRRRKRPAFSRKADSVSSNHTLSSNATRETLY
PhoP inhibition = inhibitors of PhoP regulon expression, primary screen, Salmonella Typhimurium, GFP reporter (AID 1863); S. Typhimurium PhoP-regulated promoter GFP reporter, 4 h; higher % means a stronger effect; inhibition, % at 50 µM, or IC50 in µM where a hit was titrated; actives 0.16% (n = 300,000);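 active = inhibition over 29.93%, a cutoff 3 SD above the screen mean, later confirmed by dose response; inconclusive = inhibition over 29.93% but no dose response follow-up; inactive = inhibition at most 29.93% or unconfirmed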;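 also: 0% = low Mg2+ inducing control and 100% = high Mg2+ repressing control; strong numbers were not always called active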
Myeloid diff MLP = promotes myeloid progenitor differentiation | calls only at 10 µM | actives 1% (n = 360,000) | AID 624256 | ER-HoxA9 myeloid progenitors, lysozyme-GFP differentiation, flow cytometry;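 active = normalized GFP-positive differentiation at or above the plate's own cutoff, the solvent-only control mean plus 3 SD; inconclusive = no clear call, values can overlap the other calls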;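 also: cells exposed to compound for four days before flow analysis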
TNAP activation fold = stimulation of alkaline phosphatase TNAP activity – biochemical, luminescent, no phosphate acceptor, uHTS, primary screen (AID 1001) | purified TNAP, luminescent activation assay, no phosphate acceptor; higher activation fold means a stronger effect | activation fold at 20 µM, or EC50 in µM where a hit was titrated | actives 0.03% (n = 200,000); in the data active = activation fold from about 3, or a potency from the dose series; inactive = the rest, 99 in 100 with activation fold below about 1.6; also: many of its hits are not listed in these tables
UTI89 phage lysis = inhibition of K1F phage lysis, E. coli UTI89, bacterial capsule biogenesis inhibitors, alamar blue (AID 488966). E. coli UTI89 K1F phage lysis, alamar blue, 2 h; higher % means a stronger effect. inhibition, % at 100 µM, or IC50 in µM where a hit was titrated. actives 0.02% (n = 340,000);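 active = phage lysis inhibition, versus mean bacterial control, above a set limit; inconclusive = no clear call, values can overlap the other calls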;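 also: capsule biogenesis inhibitors block K1F phage lysis so surviving cells raise fluorescence; higher fluorescence means more inhibition of phage lysis; actives were called in the ten point dose series up to 300 µM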
RSV CPE inhibition = RSV antiviral activity via CPE protection, HEp-2 cells, primary 10 µM value included (AID 2391); actives 0.13% (n = 310,000); CPE inhibition, % at 10 µM, or IC50 in µM where a hit was titrated; HEp-2 cells, RSV-induced CPE inhibition; higher % means a stronger effect; in the data active = a potency from the dose series; inconclusive = CPE inhibition mostly from about 23% at the one dose, without a potency; inactive = the rest, 99 in 100 with CPE inhibition below about 21%; also: strong numbers were not always called active
T cell HTS vesicle-bound % = also measured in T cell HTS; calls as there; double positive events, %; measured here: CD8+ vesicle-bound cell fraction;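 binding gate set so that unloaded-vesicle control wells show 10% double positive cells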
NTR1 agonist cell count 20 µM = recorded beside NTR1 agonist, whose call it bears; cell count; measured here: cell count, cytotoxicity flag
Myeloid diff MLP GFP+ MAC1+ % = second read-out of Myeloid diff MLP, no call of its own (marks repeat the call); GFP+ MAC1+ double positive, %; measured here: differentiation confirmed by MAC1 staining
Active calls of the source: *; i = inactive; ? = inconclusive; . = not tested or not shown; & = joins results of further samples; [ ] = another dose, or the depositor's remark.

SMILES	SV40 large T antigen	MgcRacGAP inhibition	T cell HTS	T cell HTS vesicle-bound %	NTR1 agonist	NTR1 agonist cell count 20 µM	PhoP inhibition	Myeloid diff MLP	Myeloid diff MLP GFP+ MAC1+ %	TNAP activation fold	UTI89 phage lysis	RSV CPE inhibition
NC(=S)N=Nc1c(O)[nH]c2ccccc12	7%	-2%	i	49	0.3	70	8%	i	0.5	0.3	0.0%	8.0%
O=C(CC1CC2CCC1C2)N1CCN(S(=O)(=O)c2ccccc2F)CC1 (stereo not given)	.	3%	i	26	-0.9	56	.	i	0.2	.	-0.1%[50 µM]	-0.1%
Cc1ccc(S(=O)(=O)CCC(=O)N2CCN(c3ccccc3F)CC2)cc1	12%	12%	i	62	-1.4	48	0%	i	1.5	.	-0.1%	3.7%
O=C(c1cc(-c2ccccc2Cl)nc2ccc(Br)cc12)N1CCN(c2ccccn2)CC1	8%	1%	i	19	17	30	2%	i	0.9	.	-0.8%[50 µM]	?
O=C(O)c1ccc(/C=N/NC(=O)c2ccc(F)cc2)cc1	17%	12%	i	11	-1.8	60	1%	i	0.7	.	-0.9%[50 µM]	-0.2%
CCCCN(CC)C(=O)c1ccc(-c2ccccc2)cc1	4%	13%	i	46	1.1	57	4%	i	0.1	1.1	8.0%	9.9%
CCOC(=O)c1cc(-c2ccccc2)n(CC(=O)NC(C)(C)C)c1C	2%	11%	i	61	-0.1	99	0%	i	0.4	1	-0.1%	4.4%
O=C(NC1CCS(=O)(=O)C1)c1ccc(N2CCCCC2)c([N+](=O)[O-])c1 (stereo not given)	11%	3%	i	15	0.1	68	3%	i	0.5	.	0.0%	2.7%
Cn1c(=O)c2cc3c(nc2n(C)c1=O)CC(c1ccccc1)CC3=O (stereo not given)	8%	14%	i	22	2.1	56	-2%	i	0.2	.	0.0%	3.7%
O=C(Nc1ncc2c(n1)-c1ccccc1OC2)c1ccccc1Cl	0%	7%	i	37	3.4	83	-7%	i	0.4	1.1	0.2%	-2.7%
CCOc1ccc(S(=O)(=O)N2CCOCC2)cc1NC(=O)CSCc1c(C)noc1C	28%	-2%	i	56	-0.3	59	2%	i	0.5	.	1.3%[50 µM]	-1.4%
COc1cccc(NC(=O)Cc2nnc(SCC(=O)NC(C)c3ccccc3)n2C)c1 (stereo not given)	-1%	4%	i	45	0.0	91	7%	i	1.0	1.1	0.6%	3.3%
O=C(O)/C=C/C(=O)Nc1cc(F)ccc1F	2%	1%	i	34	-0.3	51	-6%	i	0.6	.	0.8%	.
COc1ccc(NC(=O)CCN2CCN(S(=O)(=O)c3ccc(Br)cc3)CC2)cc1	6%	8%	i	9	-0.4	68	-3%	i	1.4	.	0.1%	-0.4%
CC1(c2ccccc2)NC(=O)N(CC(=O)NCc2cccc(Cl)c2)C1=O (stereo not given)	3%	3%	i	26	-1.0	40	7%	i	0.6	.	0.1%	2.5%
CC(Sc1ccc(S(=O)(=O)N2CCN(C)CC2)cn1)C(=O)NC1CCCCC1 (stereo not given)	.	7%	i	35	-0.1	47	.	i	2.0	.	0.6%[50 µM]	1.2%
COc1ccc(CN2Cc3cccc4c3[C@@H](CC2=O)[C@H](O)[C@H](O)C4)cc1	.	5%	i	43	1.5	51	.	i	1.1	.	-0.5%	0.9%
O=C(Cc1ccccc1)NCCSCc1ccc(Cl)cc1	3%	2%	i	19	-1.4	57	9%	i	0.5	1.1	1.7%	0.6%
CC(C(=O)N1CCOCC1)n1cc([N+](=O)[O-])cn1 (stereo not given)	-7%	4%	i	47	-0.5	62	-7%	i	0.4	1.1	0.2%	0.3%
O=C(Nn1cnnc1)c1ccc(F)c(S(=O)(=O)N2CCCCC2)c1	-1%	11%	i	31	0.1	31	16%	i	0.7	1	1.6%	1.6%
CCOc1ccc(NC(=S)NC(=O)/C=C/c2ccc(Br)cc2)c([N+](=O)[O-])c1	11%	-6%	i	25	8.4	77	6%	i	0.7	.	-0.1%	3.0%
Cc1ccc2sc(N(CCCN(C)C)C(=O)CN3C(=O)c4ccccc4C3=O)nc2c1C	9%	6%	i	44	11	57	3%	i	0.3	1.1	0.2%	-1.1%
Fc1ccc(OCCn2cnc(Cl)c2Cl)cc1	25%	10%	i	49	-0.4	59	-13%	i	0.2	.	0.7%	3.9%
C=CCSc1nnc2c(n1)OC(C)=Nc1ccc(Br)cc1-2	12%	13%	i	49	2.9	42	-1%	i	0.2	1	-0.3%	2.3%
Cc1ccc(-c2nn(C)c(=O)c3ccccc23)cc1CNC(=O)NC1CCCCC1	16%	9%	i	27	1.0	50	0%	i	1.2	.	1.1%	.
CC(=O)C(CC(=O)N1CCCc2ccccc21)C(=O)Nc1ccc(F)cc1 (stereo not given)	4%	6%	i	45	0.4	58	-14%	i	0.8	1	1.3%	1.9%
COc1ccc(-c2csc(NC(=O)Cc3ccccc3)n2)cc1OC	.	7%	i	8	0.8	70	0%	i	0.8	.	0.1%	?
CCCC(=O)Nc1cc2c3c(c1)CCN3C(=O)CC2	10%	2%	i	22	-1.2	59	0%	i	5.3	.	0.2%	2.2%
COc1ccc(/C(C)=N/NC(=O)CNC(=O)c2cccs2)cc1	0%	4%	i	60	-1.7	66	-3%	i	0.6	1.1	0.1%	2.1%
CCCNC(=O)c1ccccc1NC(=O)c1ccccc1N(C)S(C)(=O)=O	7%	1%	i	22	0.9	42	1%	i	1.0	1.1	0.5%	0.0%

3 entries from above, ordered by their value in RSV CPE inhibition, lowest first:
SMILES | RSV CPE inhibition
CCCNC(=O)c1ccccc1NC(=O)c1ccccc1N(C)S(C)(=O)=O | 0.0%
CC(=O)C(CC(=O)N1CCCc2ccccc21)C(=O)Nc1ccc(F)cc1 (stereo not given) | 1.9%
C=CCSc1nnc2c(n1)OC(C)=Nc1ccc(Br)cc1-2 | 2.3%

Continued.
SMILES	SV40 large T antigen	MgcRacGAP inhibition	T cell HTS	T cell HTS vesicle-bound %	NTR1 agonist	NTR1 agonist cell count 20 µM	PhoP inhibition	Myeloid diff MLP	Myeloid diff MLP GFP+ MAC1+ %	TNAP activation fold	UTI89 phage lysis	RSV CPE inhibition
Cc1cc(C)c(C)c(S(=O)(=O)NC2CCN(Cc3ccccc3)CC2)c1C	6%	9%	i	10	4.0	43	0%	i	0.6	1.1	0.2%	3.8%
Cc1ccccc1-c1nn2c(-c3ccccc3)nnc2s1	20%	16%	i	20	6.9	44	-9%	i	0.6	1	0.5%	17%
CCC1CCCCN1CCCNC(=O)CN1C(=O)c2cccnc2Oc2ccc(Cl)cc21 (stereo not given)	9%	6%	i	31	-1.0	76	5%	i	0.7	.	2.5%	-0.7%
CCOC(=O)c1c(NC(=O)CN2C(=O)NC(C)(c3ccccc3)C2=O)sc(C)c1C (stereo not given)	2%	1%	i	8	8.2	54	5%	i	4.6	1.1	-1.2%[50 µM]	0.0%
O=C(CCC1CCCN(C(=O)CCN2CCCCC2=O)C1)NCc1ccccc1F (stereo not given)	2%	0%	i	43	-0.2	39	3%	i	0.1	1.1	-0.5%	0.0%
O=C(c1c[nH]c(C(=O)C(Cl)(Cl)Cl)c1)c1ccc(F)cc1Cl	12%	13%	i	66	2.1	28	5%	i	0.2	1.1	-2.1%	0.4%
Cc1ccc(S(=O)(=O)N2CCC(C(=O)N[C@@H](Cc3ccccc3)C(=O)O)CC2)cc1	2%	8%	i	36	0.8	86	-3%	i	0.7	1.1	-0.1%	0.9%
C[C@@H]1COC(=O)[C@@H](Cc2ccc(F)cc2)C/C=C\C[C@@H](CC(=O)NCCO)C(=O)N1	.	10%	i	12	2.2	46	.	i	0.7	.	0.2%	.
COc1ccc(NC(=O)C(C)N2C(=O)C3CC=C(Cl)CC3C2=O)cc1 (stereo not given)	9%	-1%	i	8	1.7	56	0%	i	0.6	.	0.0%	0.6%
O=C(N/C(=C\c1ccccc1)C(=O)N1CCCCCC1)c1ccccc1	6%	2%	i	62	-1.4	83	-7%	i	0.1	1	-0.9%	-1.3%
Cc1ccc(-c2n[nH]c(=O)c3ccccc23)cc1S(=O)(=O)N(C)C	8%	3%	i	57	-0.2	46	-8%	i	0.4	.	0.8%	2.9%
CC(C)CCc1noc(CN2CCC(C(=O)N3CCOCC3)CC2)n1	7%	8%	i	38	3.0	70	-1%	i	0.5	.	0.3%	0.0%
CC1CCN(C(=O)c2nc[nH]c2C(=O)N2CCC(C)CC2)CC1	.	15%	i	43	-2.3	75	.	i	2.8	.	0.7%	0.7%
CC[C@@H](C)[C@H](NC(=O)CNC(=O)Cc1c(C)c2c(cc(C)c3c(C)coc32)oc1=O)C(=O)O	14%	1%	i	58	-0.3	52	8%	i	0.5	.	-0.1%	3.5%
CC(/C=C\c1cccnc1)=C/C(=O)O	0%&4%	1%&8%	i	35&22	-0.9&-0.6	49&50	-5%&-12%	i	0.8&1.1	1.1&1.1	0.7%[50 µM]	1.8%&2.3%
CCCCn1c(N)c(N(CC(C)C)C(=O)C2CCN(S(=O)(=O)c3ccccc3)CC2)c(=O)[nH]c1=O	9%	2%	i	36	1.8	60	3%	i	0.8	.	1.3%[50 µM]	0.1%
Cc1nnsc1C(=O)N(Cc1ccccc1)C(C)C	5%	12%	i	16	3.0	60	-2%	i	0.6	.	4.1%	0.3%
O=C(Nc1cnccn1)c1csc2ccccc12	9%	-8%	i	13	-1.4	56	10%	i	12	1.1	3.9%	2.2%
CCCCNC(=O)N(CC)c1c(N)n(Cc2ccccc2)c(=O)[nH]c1=O	4%	5%	.	.	0.2	71	5%	i	0.6	1.1	0.4%	-2.0%
Cc1nnc(SCC(=O)c2cc(C)n(C3CC3)c2C)s1	10%	17%	i	61	4.4	32	1%	i	0.8	1	0.2%	1.0%
CN(Cc1cnn(C)c1)Cc1nc(COc2ccccc2)no1	23%	4%	i	66	1.8	64	-2%	i	0.0	1.1	-0.8%	-1.2%
COc1ccc(NC(=O)CN(C)C2CCCCC2)c([N+](=O)[O-])c1	12%	-1%	i	51	2.6	40	23%	i	0.5	1	2.9%	0.2%
Cc1ccc(NC(=O)COC(=O)c2oc3ccccc3c2C)cc1S(=O)(=O)N1CCOCC1	.	12%	.	.	3.8	63	.	i	0.8	.	0.5%[50 µM]	.
